Screens as filed in PubChem BioAssay.
CRFBP-R2 block: antagonists of CRF-binding protein/CRF-R2 receptor complex; inhibition, % at 11.8 µM; AID 588475; HEK293 CRF-R2/CRF-BP, CRF-induced calcium fluorescence; 350,000 compounds, 0.59% hits;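 active = inhibition of the ligand-induced calcium signal above about 50% at the single tested concentration, limit read from the data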
CRFBP-R2 agonist: CRF-BP/CRF-R2 complex agonism; 350,000 compounds, 0.46% hits; activation, % at 13.2 µM; HEK293 CRF-R2/CRF-BP, calcium dye fluorescence (FLIPR); percent of saturating CRF peptide response;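 active = activation of at least 50%, plus an integration ratio under a set limit after plate pattern correction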;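 also: plate controls were neutral control wells without compound for no effect and CRF at EC100 for full effect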
M5 PAM: positive allosteric modulators of human muscarinic M5 receptor; P08912; CHO-K1 hM5, Fluo-8 calcium, ACh EC20 PAM; 0% = ACh EC20, 100% = ACh EC100; activation, % at 3 µM; 360,000 compounds, 0.3% hits;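 active = activation above the run cutoff, the mean activation of all test compounds plus 3 SD, cut at about 18% in these data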
Target sequence (P08912 whole entry, looked up): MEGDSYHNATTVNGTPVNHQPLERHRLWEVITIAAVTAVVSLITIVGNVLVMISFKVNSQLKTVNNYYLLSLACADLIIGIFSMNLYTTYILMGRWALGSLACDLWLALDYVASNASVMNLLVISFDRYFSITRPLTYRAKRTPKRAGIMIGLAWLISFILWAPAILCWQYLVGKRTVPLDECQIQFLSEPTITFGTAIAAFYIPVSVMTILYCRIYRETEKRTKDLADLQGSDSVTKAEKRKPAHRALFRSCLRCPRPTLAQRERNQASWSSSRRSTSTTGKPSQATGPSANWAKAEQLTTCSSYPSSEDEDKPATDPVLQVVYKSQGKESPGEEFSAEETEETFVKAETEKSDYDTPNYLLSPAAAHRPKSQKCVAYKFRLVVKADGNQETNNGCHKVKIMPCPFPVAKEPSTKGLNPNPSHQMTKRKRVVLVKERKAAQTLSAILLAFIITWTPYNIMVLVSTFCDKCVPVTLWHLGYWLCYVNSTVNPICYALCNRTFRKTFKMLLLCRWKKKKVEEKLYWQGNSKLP
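Replicates: One well per compound, no replicates | System: Human M5 receptor in CHO-K1 cells | Benchmarks: Low control EC20 acetylcholine (0%), high control EC100 acetylcholine (100%) | Probe or stimulus: Acetylcholine, EC20 level | Times: Fluo-8 loading 80 min at 37 °C plus 30 min room temperature | Signal: Intracellular calcium via Fluo-8 fluorescence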
TAAR1 agonist: agonists of human TAAR1. Q96RJ0. CHO RD-HGA16 TAAR1, Fluo-8 calcium fluorescence; vehicle wells 0%, saturating PEA agonist 100%. activation, % at 3 µM. 360,000 compounds, 0.99% hits;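 active = activation above the mean activation of all test compounds in the run plus 3 SD, cut at about 38% in these data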
Target sequence (Q96RJ0 whole entry, looked up): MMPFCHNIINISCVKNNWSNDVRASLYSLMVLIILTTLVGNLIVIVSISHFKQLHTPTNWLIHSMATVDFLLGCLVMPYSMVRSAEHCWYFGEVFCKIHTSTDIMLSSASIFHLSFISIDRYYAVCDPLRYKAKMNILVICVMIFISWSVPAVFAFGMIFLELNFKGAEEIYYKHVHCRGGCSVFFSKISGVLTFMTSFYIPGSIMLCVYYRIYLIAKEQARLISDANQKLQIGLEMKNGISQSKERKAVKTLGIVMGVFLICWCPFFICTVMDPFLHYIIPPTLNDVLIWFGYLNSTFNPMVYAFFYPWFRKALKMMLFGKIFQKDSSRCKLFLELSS
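Test system: RD-HGA16 (CHO) cells co-expressing Gα16 and hTAAR1 | Doses: Single dose, 3 µM | Schedule: 17-24 h seeding, 75 min 37 °C dye, 30 min RT | Evaluation: % activation from peak over basal fluorescence ratio, DMSO-to-PEA scaled | Technique: Kinetic Fluo-8 calcium fluorescence | Benchmarks: Low control DMSO, high control PEA (EC100)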
M5 ag: agonists of human muscarinic M5 receptor (CHRM5); 360,000 compounds, 0.19% hits; P08912; CHO-K1 hM5 cells, Fluo-8 calcium fluorescence; 0% DMSO wells, 100% maximal acetylcholine response; activation, % at 3 µM; AID 624037;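 active = activation above the run's mean over test compounds plus 3 SD, cut at about 23% in these data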;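 also: signal is peak over basal fluorescence ratio across the kinetic read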
CHO-K1 Ca PAM: M1 PAM counterscreen hit in parental CHO-K1 cells; ATP EC20, Fluo-8 calcium fluorescence; 0% at ATP EC20, 100% at ATP max; activation, % at 3 µM; 360,000 compounds, 0.02% hits;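 active = activation above the run cutoff, the mean activation of all test compounds plus 3 SD, cut at about 40% in these data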;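 also: peak over basal fluorescence ratio in a 140 s read after ATP addition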
TAAR1 antag: antagonists of human TAAR1; inhibition, % at 3 µM; Q96RJ0; CHO RD-HGA16 TAAR1, Fluo-8 calcium fluorescence, antagonist; AID 624466; 360,000 compounds, 1.5% hits;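 active = inhibition above a per-plate cutoff, the mean inhibition of test compounds on that plate plus 3 SD, cut at about 49% in these data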;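 also: 0% = DMSO plus EC80 beta-PEA response and 100% = DMSO alone without agonist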
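Material: CHO RD-HGA16 cells bearing hTAAR1; compound dosing: one-point dosing, 3 µM nominal final; schedule: dye loading 75 min at 37 °C, then 30 min room temperature; measured by: calcium fluorescence with Fluo-8; control set: vehicle and agonist controls; replication: n of 1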
M4 PAM: positive allosteric modulators of human muscarinic M4 receptor | CHO-K1 hM4/Gqi5, Fluo-8 calcium fluorescence, ACh EC20; 0% = ACh EC20, 100% = maximal ACh | activation, % at 3 µM | P08173 | 360,000 compounds, 0.4% hits;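 active = activation above its plate's cutoff, the mean activation of sample wells plus 3 SD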; also: some results filed as inactive read as strong as hits
M5 antag: blocks acetylcholine activation of human M5 receptor; P08912; CHO-hM5 cells, Fluo-8 calcium fluorescence, ACh EC80; inhibition, % at 3 µM; 360,000 compounds, 0.59% hits; AID 624040;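 active = inhibition above a per-plate cutoff, the mean of that plate's test compounds plus 3 SD, cut at about 27% in these data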;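 also: 0% = acetylcholine EC80 with DMSO and 100% = DMSO without agonist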
The depositor's hits bear a star; . = not tested or not shown.

compound,CRFBP-R2 block,CRFBP-R2 agonist,M5 PAM,TAAR1 agonist,M5 ag,CHO-K1 Ca PAM,TAAR1 antag,M4 PAM,M5 antag
CC(=O)Nc1ccc(NC(=O)c2oc3cc(C)c(C)cc3c2C)cc1,-5,-0.8,-4,6,0,-9,-2,4,3
COc1cc(C(=O)NC2CCN(Cc3nnnn3Cc3cccs3)CC2)cc(OC)c1OC,5,0.9,-1,3,-4,18,11,7,-1
Fc1ccccc1CSc1nnc(-c2cccnc2)o1,-6,0.2,-5,1,-2,2,5,-13,0
CC(=O)c1ccc(N2CCN(S(=O)(=O)c3ccc4c(c3)NC(=O)CO4)CC2)cc1,3,0.2,4,2,-3,25,-5,4,-9
Clc1ccc(OCCCCCN2CCCC2)c(Br)c1,-34,2.3,-17,7,-9,28,2,-19,13
C=CCn1c(C(C)NC(=O)CCC)nc2ccccc21 (stereo not given),15,-1.0,-2,7,3,-3,-16,-5,1
O=C(CSc1ccc(-c2ccc(Br)cc2)nn1)NCC1CCCO1 (stereo not given),7,-1.3,0,6,0,2,-17,1,-3
CC(=O)N1CCC(C(=O)c2ccc(Cl)cc2)CC1,-5,-1.0,-4,3,-1,22,-7,3,5
COc1ccc(C2=CSC3=NNC4(CCCCC4)NN23)cc1,-7,1.6,2,6,0,-15,-16,-4,-1
O=c1[nH]cnc2c1sc1nc(-c3ccccc3)c3c(c12)CCCC3,2,-0.4,-2,6,0,14,5,-3,-7
N#Cc1ccc(OCC(=O)OCC(=O)c2ccccc2)cc1,20,-1.9,-4,1,0,7,-4,3,4
CC(=O)Nc1ccc(-c2ccnc3c2CC(C(=O)Nc2ccc(Cl)c(C(F)(F)F)c2)O3)cc1 (stereo not given),.,.,-6,7,0,7,6,-5,4
Cc1[nH]c2ccccc2c1CCN(Cc1cccs1)C(=S)NC(C)(C)C,3,1.5,-2,1,1,20,-6,0,1
COc1ccccc1N(CC(=O)NC1CCCCC1)S(=O)(=O)c1cccs1,-1,0.5,-3,1,-5,17,-36,-15,9
Fc1ccc(Cn2nnnc2C(c2cccs2)N2CCN(C3CCCCC3)CC2)cc1 (stereo not given),-35,7.3,-2,18,-9,20,4,-9,9
Cc1ccc(C)c(S(=O)(=O)N2CCN(C(=O)Cn3c(=O)cnc4ccccc43)CC2)c1,13,-1.9,5,1,0,-17,1,-2,-6
CCn1c(=O)n(CC)c2cc(S(=O)(=O)N3CCC(c4ccccc4)CC3)ccc21,6,-0.4,-9,5,-2,-13,2,-2,15
COc1ccc(CCn2c(SCC(=O)Nc3cc(C)on3)nc3ccccc3c2=O)cc1OC,24,-1.7,1,7,-1,23,11,22,-13
CC(C)OCC(O)Cn1c(N2CCCC2)nc2c1c(=O)n(C)c(=O)n2C (stereo not given),7,-0.1,0,1,-1,-15,-7,-3,8
CCN(CC)C(=O)c1[nH]cnc1C(=O)Nc1ccc(C)cc1,3,0.0,-4,5,1,7,12,4,6
CCOn1c(-n2nc(C)cc2C)nc2ccccc2c1=O,-4,0.0,-2,13,1,14,2,-1,6
Nc1ccc2nc(-c3cc(Cl)c(N)c(Cl)c3)[nH]c2c1,2,1.6,-1,-1,-5,16,5,1,1
CC(=O)Nc1cccc(N2C(=O)CC(N3CCC(C(=O)N4CCCCC4)CC3)C2=O)c1 (stereo not given),9,1.9,-6,0,1,17,-3,5,-10
O=C(CSc1nnc(-c2ccccc2O)o1)NC1CCCCC1,0,-1.6,1,6,-1,15,4,0,16
Cc1ccc(NC(=O)CC2C(=O)OCC3CCCCN32)cc1Cl (stereo not given),-9,-1.2,3,4,0,13,-9,4,-1
COc1cc(C(C(=O)NC(C)(C)C)N(C(=O)CNC(=O)c2cccs2)c2ccc(C(C)C)cc2)cc(OC)c1OC (stereo not given),-1,1.2,-1,1,0,15,-6,-2,4
CCOc1ccccc1NC(=O)[C@@H](NC(=O)c1cccc(S(=O)(=O)N2CCOCC2)c1)C(C)C,6,-1.4,0,0,-3,24,24,-3,5
COC(=O)c1ccc(-c2ccc(C(c3c(C)[nH][nH]c3=O)c3c(C)[nH][nH]c3=O)o2)cc1,9,1.6,5,5,3,8,-6,6,-13
O=C(c1ccc(-c2nc3ccccc3s2)s1)N1CCOCC1,-18,-0.6,.,6,.,.,0,.,.
CN(C(=O)CSc1ncnc2ccccc12)C1CCS(=O)(=O)C1 (stereo not given),-3,0.1,-10,1,6,-9,2,4,2
CCOc1cc(OCC)cc(C(=O)N2CCC[C@H]2C(=O)N2CCC[C@H]2C(=O)N[C@H](C)c2ccccc2)c1,.,.,-3,8,2,10,-9,9,1
S=C(NCCNC(=S)Nc1ccccc1Cl)Nc1ccccc1Cl,-5,-1.2,-16,15,11,-4,13,-5,4
CCOc1ccc(Cl)cc1CNCCNCCO,0,-0.2,-1,-1,-3,0,5,2,-3
Cc1ccc(-n2nnnc2CS(=O)(=O)c2ccccc2)c(C)c1,2,-0.5,2,0,-3,-4,2,-3,6
COc1cccc(CSc2nnc(-c3ccco3)n2C)c1,6,-1.0,-1,0,-2,5,11,4,3
O=C(Nc1ccccc1C(=O)NCCN1CCOCC1)c1cccc([N+](=O)[O-])c1,-10,0.6,-2,5,-4,14,0,-3,16
O=C(O)Cn1c(Cc2ccccc2)nc2ccccc21,-11,-1.0,2,-1,-3,-1,7,0,6
COc1cccc2c(=O)c(C(=O)O)c[nH]c12,1,3.3,2,0,0,20,2,4,-6
Cc1nc2nc[nH]n2c(=O)c1CCOC(=O)c1ccccc1F,21,-1.7,-2,4,-1,16,9,5,3
Cc1cc(C)n2nc(SCC(=O)N3CCN(c4ccc(F)cc4)CC3)nc2n1,-5,-1.6,4,0,-1,14,8,-3,10
CCOc1ccc(-n2c(=O)cc(N3CCN(c4ccccc4)CC3)[nH]c2=O)cc1,14,-6.7,3,0,-6,23,-1,21,-4
CCN(C(=O)Cc1cccs1)c1nnc(-c2cc(OC)c(OC)c(OC)c2)s1,-9,0.8,9,3,-5,0,-10,-4,-7
O=C(CC[C@H]1O[C@@H](n2cnc3c(NC(=O)c4ccccc4)ncnc32)[C@H](O)[C@@H]1O)NCC1CCCO1 (stereo not given in full),.,.,1,1,3,0,4,20*,-4
CS(=O)(=O)N(CC(=O)NCc1ccc2c(c1)OCO2)C1CCCCC1,4,-3.5,-12,2,-4,-12,10,0,3
Cc1ccc(C)c(NS(=O)(=O)c2ccc(OCC(=O)NCc3ccco3)cc2)c1,7,4.2,-4,1,2,15,7,0,3
C=CCN1CN(S(=O)(=O)c2ccc(OC)cc2)c2nc3ccccc3nc21,-7,0.2,10,2,-3,8,-4,5,-9
CCn1c(SCC(=O)Nc2ccc(C)cc2)nc2sc3c(c2c1=O)CCN(C)C3,20,0.3,-1,-2,-3,0,-16,-3,9
CCOc1ccccc1Nc1ncnc2ccccc12,-7,-2.7,-4,-3,-1,-12,-6,-6,-2
CCCCCCn1c(C(C)O)nc2ccccc21 (stereo not given),22,-1.2,6,11,-2,17,-8,2,-5
O=C(CSc1nnc(CNC(=O)c2cccc(C(F)(F)F)c2)o1)NCC1CCCO1 (stereo not given),-2,-0.2,-1,1,0,-29,-8,6,7
OC(CCCN1CCC(O)(c2ccc(Cl)cc2)CC1)c1ccc(F)cc1 (stereo not given),10,-1.0,-1,5,0,9,6,4,-4
Cc1nc(SCCO)c([N+](=O)[O-])[nH]1,1,-0.9,6,0,2,19,2,12,1
Clc1cccc(N/N=C/c2ccncc2)c1,-5,-0.3,-3,12,0,-8,21,5,6
Cc1ccc(OCC(=O)NNC(=O)C2CCN(c3ncnc4sc(C)c(C)c34)CC2)cc1,-1,0.9,-17,8,7,-5,50*,-8,9
CCCn1cc(C(CC(=O)O)C(=O)O)c2ccccc21 (stereo not given),9,-1.9,13,11,4,23,0,1,-12
NC(=O)c1c(N)sc2c1CCCC2,5,1.1,2,2,3,10,3,13,1
Cc1cc(NC(=O)CSc2nc(-c3ccccc3Cl)nc3c2c(=O)n(C)c(=O)n3C)no1,-12,-0.3,6,-1,2,11,-12,2,1
O=C(NNC(=O)C(c1ccccc1)c1ccccc1)c1cccs1,8,-0.6,12,-1,-4,15,17,-2,-11
O=C(NCC1CCCO1)c1ccccc1NS(=O)(=O)c1cc([N+](=O)[O-])ccc1Cl (stereo not given),6,4.2,-2,3,5,-17,5,0,-7
Cc1ccccc1N=Nc1c(O)[nH]c2ccccc12,-3,-0.4,-3,3,-1,2,15,-1,7

Later entries
compound,CRFBP-R2 block,CRFBP-R2 agonist,M5 PAM,TAAR1 agonist,M5 ag,CHO-K1 Ca PAM,TAAR1 antag,M4 PAM,M5 antag
COc1ccc(-c2cc(C(=O)N3CCCCCC3)c3ccccc3n2)cc1,-7,-0.6,-9,1,-3,23,11,-5,4
CCOC(=O)C1=C(CC)Nc2ccccc2N=C1NC(=O)CCNC(C)=O,-21,0.8,7,2,-2,27,-20,-4,1
Cc1cc(=O)[nH]c(SCC(=O)c2ccc3c(c2)NC(=O)CO3)n1,19,-3.8,6,1,-4,-4,-35,5,4
N=c1c(C(=O)NCc2ccc(F)cc2)cc2c(=O)n3ccccc3nc2n1Cc1cccnc1,16,21,8,-1,-4,13,4,17,-11
COc1ccccc1OCCC(=O)Nc1cccc(S(=O)(=O)N2CCCCC2)c1,2,0.5,-6,3,2,-5,0,-2,-2
CC(CCc1ccccc1)NC(=O)COC(=O)c1ccc(NC(N)=O)cc1 (stereo not given),14,0.2,-3,0,-1,-9,19,-1,1
CCCc1cc(-c2n[nH]c(C)c2-c2ccc(C(=O)OCC)o2)c(O)cc1O,-37,1.4,2,15,5,6,13,3,1
Cc1ccc(S(=O)(=O)N2CCOCC2)cc1C(=O)N1CCc2ccccc21,-8,-0.8,-9,1,-4,7,6,3,23
Cc1cccc(NC(=O)C2(c3ccc([N+](=O)[O-])cc3)CCCC2)c1,-60,8.2,-19,48*,-6,8,0,-6,-8

Whole records as entered above. Order of screens: CRFBP-R2 block, CRFBP-R2 agonist, M5 PAM, TAAR1 agonist, M5 ag, CHO-K1 Ca PAM, TAAR1 antag, M4 PAM, M5 antag
Entry for Cc1cccc(NC(=O)C2(c3ccc([N+](=O)[O-])cc3)CCCC2)c1 : -60, 8.2, -19, 48*, -6, 8, 0, -6, -8
Entry for COc1ccc(-c2cc(C(=O)N3CCCCCC3)c3ccccc3n2)cc1 : -7, -0.6, -9, 1, -3, 23, 11, -5, 4
